High-throughput results: PubChem, several laboratories
SR-BI uptake up = enhances SR-BI lipid uptake from DiI-HDL. CHO ldlA[mSR-BI] cells, DiI-HDL uptake fluorescence, 3 h; 100 = double the neutral-control signal. activation, % at 12.5 µM. actives 0.096% (n = 320,000). AID 504775;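 active means mean replicate activation of at least 60% and every replicate at or above 60%; inconclusive means mean or all-replicate condition met, but not both; inactive means mean below 60% and not all replicates reaching 60%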;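 further: 0% = median plate neutral-control signal and 100% = twice that signal; values of inactives mirror those of a sister screen read the other way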
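Test system: SR-BI-overexpressing, LDLR-lacking CHO cells; Medium: Ham's F12 with 0.5% BSA, HEPES 25 mM, pH 7.4; Schedule: 3 h, 37 °C; Technique: bottom-read fluorescence, 550/595 nm.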
DAGLB inhibitor = diacylglycerol lipase beta (human) inhibition | Q8NCG7 | HEK293T DAGLB membrane lysate, EnzChek fluorogenic substrate | inhibition, % at 5.17 µM | actives 0.059% (n = 340,000) | AID 504411; in the data active means inhibition above about 34%;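 further: 0% = enzyme with vehicle and 100% = wells lacking enzyme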
RTF Ca sens inh = cardiac RTF calcium desensitization | P19429+P45379 | IANBD-labeled cardiac RTF, Ca2+ fluorescence | inhibition, % at 7.15 µM | actives 0.12% (n = 340,000) | AID 493244;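 active means inhibition above the mean inhibition of all tested compounds plus 3 SD, cut at about 17% in these data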;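 further: assay run at fixed EC70 calcium of 1.6 mM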
PvdQ acylase = P. aeruginosa PvdQ acylase inhibition; AID 488965; actives 0.063% (n = 340,000); inhibition, % at 10 µM; purified PvdQ acylase, fluorescence plate reader; in the data active means inhibition above about 30%, passing the limit was not always enough; inconclusive means no clear call, values can overlap the other calls;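 further: 0% = vehicle neutral wells and 100% = reference inhibitor wells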
NSD2 HMT inh = NSD2 (human) methyltransferase inhibition; NSD2 peptide methylation, AlphaScreen, 120 min; inhibition, % at 12.5 µM; actives 0.54% (n = 310,000); in the data active means inhibition above about 50%
Arr AP2 block = inhibitors of human beta-arrestin and AP2 interaction; inhibition, % at 10 µM; FITC-arrestin peptide / GST-AP2 beads, flow cytometry; AP2 beta2 appendage carries R879A mutation; AID 504490; actives 0.31% (n = 340,000);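 active means inhibition above a set limit, near 3 SD of compounds lacking own fluorescence, cut at about 54% in these data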;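 further: plate controls were DMSO wells for no effect and 5 µM unlabelled arrestin peptide for full effect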
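System: GST-AP2 R879A glutathione beads. Medium: PBS with 0.05% Tween 20 and 0.1% BSA. Also added: FITC-arrestin peptide, 50 nM. Incubation: 12 min plus 1 h, RT. Measured by: high-throughput flow cytometry of beads, ex 488, em 535 nm. Evaluation: percent drop in bead-associated FITC signal.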
Keap1-Nrf2 PPI = Keap1-Nrf2 (human) interaction inhibition; actives 0.15% (n = 340,000); inhibition, % at 9.4 µM; Keap1 Kelch-Nrf2 peptide fluorescence polarization, 1536-well; Q14145; in the data active means inhibition above about 12%; inconclusive means no clear call, values can overlap the other calls; inactive means below about 7.3%;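 further: human Keap1 Kelch domain with fluorescein labeled Nrf2 9mer peptide probe; 0% = neutral control wells and 100% = peptide positive control; higher means more block of Keap1 binding to Nrf2 peptide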
Target sequence (Q14145 whole entry, looked up, the tested form may be a part): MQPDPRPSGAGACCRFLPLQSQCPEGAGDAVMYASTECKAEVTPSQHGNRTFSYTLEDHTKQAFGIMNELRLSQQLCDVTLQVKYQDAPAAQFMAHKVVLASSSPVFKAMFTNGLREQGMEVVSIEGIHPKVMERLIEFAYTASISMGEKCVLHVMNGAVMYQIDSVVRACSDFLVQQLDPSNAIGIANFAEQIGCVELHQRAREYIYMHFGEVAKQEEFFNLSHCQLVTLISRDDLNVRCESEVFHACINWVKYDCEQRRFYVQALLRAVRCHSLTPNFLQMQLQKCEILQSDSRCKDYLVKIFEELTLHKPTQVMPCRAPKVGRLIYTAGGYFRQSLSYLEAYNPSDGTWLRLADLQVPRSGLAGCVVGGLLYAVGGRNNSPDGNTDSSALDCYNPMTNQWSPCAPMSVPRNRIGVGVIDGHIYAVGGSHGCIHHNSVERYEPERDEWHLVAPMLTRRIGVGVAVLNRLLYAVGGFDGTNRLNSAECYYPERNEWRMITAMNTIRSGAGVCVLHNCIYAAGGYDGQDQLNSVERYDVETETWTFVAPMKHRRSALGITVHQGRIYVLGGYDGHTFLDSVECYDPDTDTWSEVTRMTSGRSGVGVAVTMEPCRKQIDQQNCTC
C-LANA FP = inhibitors of KSHV LANA C-terminal domain DNA binding. MBP-C-LANA/FAM-LBS DNA binding, fluorescence polarization. inhibition, % at 9 µM. actives 0.078% (n = 340,000);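 active means highest replicate inhibition at or above 60% at 9 µM, even if other replicates fall short; inactive means all replicates below 60% inhibition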;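 further: 0% = neutral control wells and 100% = 4 µM acridine orange control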
SR-BI HDL uptake = inhibitors of mouse SR-BI mediated HDL lipid uptake; Q61009; ldlA[mSR-BI] CHO cells, DiI-HDL uptake fluorescence, 3 h; inhibition, % at 12.5 µM; actives 0.96% (n = 320,000); AID 488896;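 active means mean replicate inhibition of at least 70% and a set share of replicates each scoring 70 or more; inconclusive means meets just one of the two criteria; inactive means fails both criteria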;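 further: 0% = median of neutral control wells and 100% = median of positive control wells; values of inactives mirror those of a sister screen read the other way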
PKA-R2B act = PKA-R2B complex activation | PKA-R2B holoenzyme dissociation, Cy5-IP20 fluorescence polarization; R2B truncated from residue 108, S112A mutant; 0% DMSO only, 100% 113 µM cGMP | AID 504700 | actives 0.079% (n = 340,000) | activation, % at 11.4 µM | P22694+P31323;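 active means activation above a cutoff set at the mean over all compounds plus 3 SD, cut at about 18% in these data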;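 further: higher means more holoenzyme dissociation and a rise in polarization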
The depositor's hits bear a star; u = inconclusive; x = no result given.

Results follow in this order: SR-BI uptake up | DAGLB inhibitor | RTF Ca sens inh | PvdQ acylase | NSD2 HMT inh | Arr AP2 block | Keap1-Nrf2 PPI | C-LANA FP | SR-BI HDL uptake | PKA-R2B act
#1 CCCCCN(C(=O)CCC(=O)OCC(=O)NC1CCC(C)CC1)c1c(N)n(CCCC)c(=O)[nH]c1=O (configuration not stated)
    -11 | 1 | 1 | 1 | 0 | -1 | -2 | -2.2 | 11 | -1
#2 Cc1cc(C)c(C#N)c(SCC(=O)N2CCN(Cc3ccccc3)CC2)n1
    -40 | 1 | -9 | -16 | -2 | -1 | -7 | -0.4 | 40 | 12
#3 CC1CCCCC1NC(=O)CN1CCN(Cc2ccccc2Cl)C1=O (configuration not stated)
    13 | 1 | -26 | -3 | -2 | 3 | 0 | 3.7 | -13 | -2
#4 CC(C)c1ccc(NC2CCCN(C(=O)CCc3cnn(C)c3)C2)cc1 (configuration not stated)
    15 | 0 | -1 | -9 | 2 | 15 | 2 | 2.1 | -15 | -6
#5 COc1ccc(C)cc1-n1nnnc1SC/C(O)=C(\C#N)c1nc2ccccc2[nH]1
    -6 | 6 | -13 | -10 | 1 | 6 | -5 | -0.1 | 6 | -6
#6 O=C(Nc1nc2ccc(S(=O)(=O)N3CCCCC3)cc2s1)c1cccnc1
    -15 | 4 | -4 | -5 | -3 | -6 | u | 7.6 | 15 | -1
#7 COc1cccc(NC(C)(C)c2nnnn2-c2c(C)cccc2C)c1
    -6 | x | x | -5 | 4 | -4 | 1 | 2.2 | 6 | x
#8 CCOc1ccc(S(=O)(=O)NN=C(C)c2cccnc2)cc1
    17 | -3 | -4 | -1 | -3 | 16 | -1 | -0.4 | -17 | -6
#9 O=C(COc1ccc(F)cc1)Nc1nnc(C2CCCCC2)s1
    -4 | -4 | 4 | 9 | 0 | 29 | 2 | 2.9 | 4 | -4
#10 COc1ccccc1NC(=O)COC(=O)c1ccc([N+](=O)[O-])s1
    19 | -1 | 0 | -6 | 1 | 9 | -1 | 1.4 | -19 | -13
#11 C/C(=N\OCC(=O)Nn1c(C)nc2ccccc2c1=O)c1cccs1
    8 | -3 | -1 | -16 | x | 12 | 9 | 6.6 | -8 | 3
#12 COc1ccccc1CN1CC(C(=O)NC2CCOCC2)CCC1=O (configuration not stated)
    9 | -1 | -4 | -3 | -1 | 28 | 3 | 0.2 | -9 | 13
#13 CC1CC(C)(C)NC(=S)N1CCCC(=O)Nc1ccc(Br)cc1 (configuration not stated)
    6 | 2 | -5 | 1 | 1 | 5 | 0 | 0.3 | -6 | -5
#14 O=C(Nc1ccc(Oc2ccccc2)nc1)C1CCN(Cc2ccco2)CC1
    15 | 2 | -5 | -11 | 2 | 4 | 3 | -2.8 | -15 | -5
#15 CN(C(=O)COC(=O)C(C)(C)Oc1ccc(Cl)cc1)c1c(N)n(Cc2ccccc2)c(=O)[nH]c1=O
    8 | 2 | -6 | 3 | -1 | -7 | -4 | -0.1 | -8 | -11
#16 CC1CCC(C(=O)NC(C(=O)Nc2ccccn2)C(C)C)CC1 (configuration not stated)
    0 | -1 | -3 | -8 | 38 | 10 | -5 | 2.4 | 0 | 3
#17 COc1ccc(-c2nc(NC(=O)c3ccc(OCC(=O)N4CCOCC4)c(OC)c3)sc2C)cc1
    -71 | 1 | 4 | -20 | -2 | 2 | -7 | -0.4 | 71* | -2
#18 CCN(CC)S(=O)(=O)c1ccc(C(=O)NCc2n[nH]c(=S)n2-c2ccccc2OC)cc1
    x | 1 | -14 | -6 | -2 | 16 | 4 | -0.5 | x | 6
#19 CN(C)c1ccc(/C=N/NC2=NS(=O)(=O)c3ccccc32)cc1
    24 | 1 | -8 | -9 | -3 | 0 | 4 | 5.2 | -24 | 3
#20 CCCn1c(=S)[nH]c2cc(C(=O)N3CCc4ccccc43)ccc2c1=O
    -20 | -2 | -4 | -16 | 4 | -1 | -1 | -0.3 | 20 | 6
#21 CC(=O)c1c(C)[nH]c(C(=O)OCC(=O)Nc2sc3c(c2C#N)CCC(C)C3)c1C (configuration not stated)
    -18 | 3 | -14 | -7 | 6 | -11 | -1 | 0.5 | 18 | -10
#22 O=C(c1ccc(Cl)cc1)C1CCN(C(=O)NC2CCCCC2)CC1
    -33 | 2 | -6 | -3 | 22 | 12 | 1 | 2.3 | 33 | -1
#23 C=C(C)COc1ccc2c(c1)CCC1C2CCC2(C)C(=O)C(=NO)CC12 (configuration not stated)
    -18 | -5 | -6 | -3 | 1 | 6 | -3 | -0.1 | 18 | -6
#24 CN(C)CCCNc1ncnc2oc(-c3ccccc3)c(-c3ccccc3)c12
    -6 | 0 | -1 | -15 | 9 | -7 | -4 | -4.7 | 6 | -4
#25 C=CCn1c(SCC(=O)Nc2ccccc2OC)nnc1-c1ccccn1
    -2 | -1 | 0 | 9 | 7 | 11 | 0 | -0.1 | 2 | 0
#26 CSc1nc(N)nc(C2CC2)n1
    -9 | 1 | 3 | -5 | -2 | 3 | 1 | 0.1 | 9 | 2
#27 Cc1ccc(N2C(=O)c3ccccc3C2Nc2cccnc2)nc1 (configuration not stated)
    4 | 1 | 2 | -6 | x | 3 | -5 | 1.7 | -4 | 7
#28 CCOc1ccccc1C(=O)NCC(=O)NCCCc1ccccc1
    -6 | -2 | 7 | -15 | 6 | -24 | 3 | -7.0 | 6 | -8
#29 Cc1nn(CC#N)c(=O)n1-c1ccccc1F
    -7 | 3 | -4 | 4 | -2 | 6 | 4 | -0.8 | 7 | 2
#30 Cc1cc(C)c2c(N)c(C(=O)c3ccc(Cl)c(Cl)c3)sc2n1
    -21 | 0 | 5 | 1 | 0 | 40 | 2 | -3.3 | 21 | -14
#31 COc1cc(C(=O)N2CCC(N3CCCCCC3)CC2)cc(OC)c1OC
    27 | 1 | -7 | -28 | 2 | 0 | -8 | -0.8 | -27 | -7
#32 O=C(O)CCCC(=O)NCCc1cccc(Cl)c1
    2 | -2 | -7 | 1 | -5 | 4 | -5 | 1.5 | -2 | 1
#33 COc1ccc([C@H]2CC(=O)C=C(c3ccc(C)c([N+](=O)[O-])c3)C2)cc1
    -19 | -9 | -12 | -10 | x | 3 | -4 | -1.3 | 19 | 4
#34 O=C(NNC(=O)c1sc2cccc(Cl)c2c1Cl)NC1CCCCC1
    1 | 2 | 3 | 4 | -1 | 11 | -2 | -1.1 | -1 | -9
#35 COC(=O)[C@H](CCSC)NC(=O)Cn1ccc(NC(=O)OCc2ccccc2)nc1=O
    5 | 2 | -7 | -6 | x | 23 | -1 | -0.4 | -3 | -4
#36 CC(C)n1nnnc1-c1ccc(Cl)cc1
    13 | 3 | -1 | 0 | -2 | 14 | 5 | -0.1 | -13 | 5
#37 Cc1cccc(NC(=O)CS(=O)(=O)c2cn(C)c3ccccc23)c1C
    -28 | 1 | 6 | -1 | x | 5 | -6 | -1.8 | 28 | -15
#38 Nc1ncccc1OCc1ccc(Br)cc1
    2 | -2 | 0 | 1 | x | -2 | -3 | -0.4 | -2 | -1
#39 CCCCOc1ccc(CSc2ncn[nH]2)cc1
    -4 | -7 | -5 | -26 | -1 | -9 | 3 | -0.1 | 4 | -7
#40 COc1ccc(C2(C(N)=O)CCCCC2)cc1OC
    17 | 2 | -3 | -16 | 0 | -12 | -1 | -2.7 | -17 | 4
#41 CC(C)Oc1ccc(C(=O)Nc2nc3ccccc3[nH]2)cc1
    -12 | -4 | -9 | -6 | -2 | 8 | 2 | -0.5 | 12 | 18
#42 CCCOC(=O)Nc1ccc(S(=O)(=O)Nc2ncccn2)cc1
    17 | 0 | -14 | -13 | -2 | -4 | 4 | 1.2 | -17 | 2
#43 O=C(CSc1nc2ncc(Cl)cc2[nH]1)Nc1cccc(F)c1
    -4 | 0 | -1 | -13 | -3 | 4 | -5 | 0.3 | 4 | 3
#44 Cc1ccc(NC(=O)N2CCc3ccccc32)cc1C
    -22 | -6 | -4 | -19 | 2 | 0 | -2 | 0.8 | 22 | 4
#45 Cc1ccc(S(=O)(=O)N2C[C@@H]3[C@H]4CC[C@H](C4)[C@@H]3[C@@H](C)[C@@H]2c2ccco2)cc1
    19 | -18 | -1 | 1 | x | 46 | 1 | -0.8 | -19 | 1
#46 CC(=O)N1CCN(C(=O)Nc2cccc(C(F)(F)F)c2)CC1
    10 | -3 | 0 | -5 | 1 | 15 | 3 | -0.6 | -10 | -5
#47 COc1ccc([N+](=O)[O-])cc1NC(=O)CCNC(=O)Cn1ccc2ccccc2c1=O
    x | -2 | -2 | 4 | -1 | 4 | -1 | -0.5 | x | 3
#48 COc1ccc(NS(=O)(=O)c2cc(NC(=O)c3cccnc3Cl)ccc2N2CCCC2)cc1
    x | 2 | -14 | 5 | x | 21 | 0 | -1.1 | x | 8
#49 O=C(Nc1nc2cc3c(cc2s1)OCCO3)c1cccc(N2C(=O)CCC2=O)c1
    -59 | -1 | -5 | -8 | x | -5 | -6 | 0.1 | 59 | -1
